JMJD2C inh: inhibitors of human GASC-1 (JMJD2C) demethylase. Q9H3R0. GST-JMJD2C(1-420) H3K9me3 demethylation, DELFIA europium. inhibition, % at 2.35 µM. 330,000 tested, 0.069% active;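 active = more than half of a compound's replicate wells show inhibition beyond 50%, single wells judged on their own value; inconclusive = some, but no more than half, of replicates pass 50% inhibition; inactive = no replicate passes 50% inhibition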;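 also: signal counts dimethyl H3K9 product captured on neutravidin plate; 0% = median of DMSO wells and 100% = 0.3 times that DMSO median; strong numbers were not always called active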
Target sequence (Q9H3R0 1-420 limits assumed): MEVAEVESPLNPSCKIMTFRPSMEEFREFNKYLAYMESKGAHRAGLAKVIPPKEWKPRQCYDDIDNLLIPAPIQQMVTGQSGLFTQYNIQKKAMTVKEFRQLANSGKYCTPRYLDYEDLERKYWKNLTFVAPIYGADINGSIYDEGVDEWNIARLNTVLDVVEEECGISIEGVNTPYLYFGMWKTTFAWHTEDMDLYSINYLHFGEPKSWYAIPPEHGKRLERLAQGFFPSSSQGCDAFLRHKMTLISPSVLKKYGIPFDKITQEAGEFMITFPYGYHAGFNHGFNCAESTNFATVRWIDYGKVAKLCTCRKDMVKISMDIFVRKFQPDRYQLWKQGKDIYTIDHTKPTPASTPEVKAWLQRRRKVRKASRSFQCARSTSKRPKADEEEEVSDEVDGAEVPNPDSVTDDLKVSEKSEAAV
AHR act: activates the human aryl hydrocarbon receptor; P35869; AHR-responsive luciferase reporter cells, luminescence; activation, % at 5 µM; 320,000 tested, 2.5% active; in the data active = activation above about 47%;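 also: 0% = vehicle wells and 100% = reference agonist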
RPL19A-GFP yeast: yeast TOR pathway RPL19A-GFP modulation | percent response vs DMSO, % at 10 µM | S. cerevisiae RPL19A-GFP strain, flow cytometry, 3 h; stronger effect = lower value | 330,000 tested, 0.3% active;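 active = percent response vs DMSO below 50%; inconclusive = fewer than 70 events counted for the yeast strain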;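 also: median channel GFP fluorescence of the barcoded RPL19A-GFP strain; ratio of sample median GFP to plate DMSO average so 100% = DMSO; lower means less RPL19A-GFP as with rapamycin TOR inhibition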
MEP2 TOR yeast: modulators of TOR pathway MEP2-GFP in S. cerevisiae. S. cerevisiae MEP2-GFP strain, flow cytometry GFP, 3 h; 100% = DMSO control level. GFP response vs DMSO, % at 10 µM. 330,000 tested, 0.51% active. AID 2016;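 active = GFP response versus DMSO above a set limit, roughly screen mean plus 3 SD, cut at about 180% in these data; inconclusive = fewer than 70 cells counted for a yeast strain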;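 also: median GFP fluorescence of the barcode-gated MEP2-GFP cells per well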
CR mimetic SO: lowers age-related superoxide in aged yeast cells | S. cerevisiae aged cells, superoxide DHE fluorescence; stronger effect = lower value | 330,000 tested, 0.18% active | superoxide response (% of plate mean), % at 10 µM;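 active = superoxide response under a set limit, about three screen SD below normal, cut at about 65% in these data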;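 also: yeast aged for seven days with compound at 30 °C before DHE staining; 100% = average MFI of all compound-treated wells on the plate with controls excluded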
procasp3 activ: procaspase-3 (human) activation. activation, % at 8.5 µM. AID 463141. 330,000 tested, 0.11% active. recombinant procaspase-3 D3A, Ac-DEVD-pNA absorbance 405 nm;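 active = activation above the mean of all tested compounds plus 3 SD, cut at about 21% in these data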;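 also: 0% = DMSO alone and 100% = DMSO wells spiked with extra 5 µM PC-3 D3A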
Target sequence (P42574 whole entry D9A/D28A/D175A): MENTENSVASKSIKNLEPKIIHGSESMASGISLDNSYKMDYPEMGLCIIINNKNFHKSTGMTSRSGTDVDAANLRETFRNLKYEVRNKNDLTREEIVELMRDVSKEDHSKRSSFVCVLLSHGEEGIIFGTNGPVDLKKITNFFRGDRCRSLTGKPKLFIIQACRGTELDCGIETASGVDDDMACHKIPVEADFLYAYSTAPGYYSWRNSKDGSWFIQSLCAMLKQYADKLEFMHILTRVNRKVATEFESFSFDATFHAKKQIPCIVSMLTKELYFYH
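Evaluation: percent activation relative to control range; Material: Procaspase-3 D3A mutant, all three cleavage aspartates alanine; Compound: single dose, 8.5 µM nominal compound, 0.8% DMSO; Replication: one well per compound; Signal: absorbance at 405 nm, 0 and 120 min; Schedule: 1 h preincubation plus 2 h reaction at 25 °C.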
LAP4 TOR yeast: alters LAP4-GFP fluorescence in TOR pathway yeast screen; S. cerevisiae LAP4-GFP multiplex, flow cytometry GFP, 3 h; median GFP as percent of DMSO wells; GFP response vs DMSO, % at 10 µM; 320,000 tested, 0.34% active; AID 2023;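 active = GFP response vs DMSO above a set limit, about the screen mean plus 3 SD, cut at about 150% in these data; inconclusive = under 70 cell events counted for the yeast strain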
proCasp7 act: activates human procaspase-7, counter-screen for procaspase-3 activators; recombinant procaspase-7, Ac-DEVD-pNA absorbance 405 nm; D23A/D198A/D206A triple mutant, cannot self-cleave; scale: DMSO 0, 5 µM enzyme 100; activation, % at 8.5 µM; 330,000 tested, 0.093% active; AID 463210;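 active = percent activation above the screen-wide mean plus 3 SD, cut at about 25% in these data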
Target sequence (P55210 whole entry D23A/D198A/D206A): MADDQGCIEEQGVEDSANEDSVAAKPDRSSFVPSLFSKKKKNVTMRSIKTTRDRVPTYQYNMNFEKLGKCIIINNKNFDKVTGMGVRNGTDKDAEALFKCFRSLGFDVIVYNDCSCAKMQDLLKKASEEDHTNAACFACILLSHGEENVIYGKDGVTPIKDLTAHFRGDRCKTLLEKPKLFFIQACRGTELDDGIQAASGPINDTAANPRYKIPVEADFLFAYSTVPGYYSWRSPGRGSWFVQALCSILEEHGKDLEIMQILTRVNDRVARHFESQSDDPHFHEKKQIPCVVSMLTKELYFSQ
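Assay system – Uncleavable procaspase-7 mutant enzyme · Quantity – 2 µM procaspase-7 mutant as dispensed · Times – 1 h preincubation, 2 h reaction · Dosing – single nominal 8.5 µM compound dose, 0.8% DMSO final · Buffer or medium – Zinc-free 50 mM HEPES buffer, pH 7.4, with NaCl and Triton X-100 · Detection – Epi-absorbance of released pNA at 405 nm, two timepoints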
* hit, by the source's call; ? = inconclusive; / = no result given; [ ] = dose if it differs, or a comment.

SMILES	JMJD2C inh	AHR act	RPL19A-GFP yeast	MEP2 TOR yeast	CR mimetic SO	procasp3 activ	LAP4 TOR yeast	proCasp7 act
Cc1cccc(C(=O)N[C@@H]2c3ccccc3C[C@@H]2O)n1	-37	-2	108	97	96	6	115	-10
CCNc1nc(NCC)nc(N/N=C(\C)c2ccc(OC)cc2)n1	-5	32	96	99	84	7	87	7
COc1ccc(C(=O)NCc2ccc(C)cc2)cc1S(=O)(=O)N1CCCc2ccccc21	7	0	104	98	96	-2	94	0
Brc1ccc(-c2csc(/N=C/N3CCCC3)n2)cc1	-13	1	92	95	112	9	101	-5
COc1cccc(/C=C2\SC(=S)N(CCC(=O)NC3C=CS(=O)(=O)C3)C2=O)c1 (stereo not given)	5	-1	106	109	110	-1	104	-5
Cc1ccc(N2C(=O)C3C(C2=O)C2C=CC3C23CC3)c([N+](=O)[O-])c1 (stereo not given)	11	-1	102	105	97	1	97	0
Cc1ccc(S(=O)(=O)N2CCC(=O)N(CCOC(=O)Nc3cc(C)cc(C)c3)CC2)cc1	-1	7	97	89	119	14	103	4
Cc1ccc(OCCCCn2ccnc2)c(Cl)c1	15	17	93	98	103	6	105	-6
COc1ccc(-n2c(CN3CCC(C)CC3)nc3ccc([N+](=O)[O-])cc3c2=O)c(OC)c1	13	35	94	96	102	3	101	-2
Nc1ncnc2nc(SCc3ccc(Cl)cc3Cl)[nH]c12	6	7	111	122	93	0	112	8
COCCn1cnnc1SCC(=O)Nc1cc(OC)c([N+](=O)[O-])cc1C	59	8	99	101	110	5	97	0
O=C(NCC1COc2ccccc2O1)c1ccc(Cl)c(S(=O)(=O)N2CCCC2)c1 (stereo not given)	/	2	100	101	104	8	93	-3
CCCCN(CCCC)CP(=O)(c1ccccc1)c1ccccc1	7	0	92	100	113	0	93	5
CSc1ccc(N=Nc2c(C)[nH]n(C)c2=O)cc1	-8	75*	93	94	100	-27	107	-14
CC(C)(C)c1ccc(NC(=O)CCNC(=O)c2ccco2)cc1	11	2	105	108	102	1	93	5
NC(=S)NNc1cccc(Cl)c1	-7	4	99	96	88	-16	95	-34
COc1ccc(Br)cc1CN1CCN(S(=O)(=O)Cc2ccccc2)CC1	0	42	103	101	90	7	98	0
O=[N+]([O-])c1cccc(S(=O)(=O)NCCc2cn3ccccc3n2)c1	-2	0	99	100	115	9	100	7
C=CCNc1nc2ccccc2nc1NS(=O)(=O)c1ccc(Cl)cc1	18	0	101	98	87	2	89	-8
O=C(COC(=O)Cc1ccsc1)Nc1cccc(Cl)c1	3	1	101	107	100	6	112	-2

Part of the list above, limited to MEP2 TOR yeast and JMJD2C inh:
Structure	MEP2 TOR yeast	JMJD2C inh
CCNc1nc(NCC)nc(N/N=C(\C)c2ccc(OC)cc2)n1	99	-5
Nc1ncnc2nc(SCc3ccc(Cl)cc3Cl)[nH]c12	122	6
O=C(COC(=O)Cc1ccsc1)Nc1cccc(Cl)c1	107	3

Additional records.
SMILES	JMJD2C inh	AHR act	RPL19A-GFP yeast	MEP2 TOR yeast	CR mimetic SO	procasp3 activ	LAP4 TOR yeast	proCasp7 act
Cc1ccc(NS(=O)(=O)c2cc3c4c(cccc4c2)C(=O)NC3=O)cc1C	3	6	101	96	108	-2	85	5
COc1ccc([C@H]2CC(=O)C=C(/C=C/c3ccc(Cl)cc3)C2)cc1	-10	1	98	91	107	1	99	6
COc1cc2c(cc1NC(=O)COC(=O)[C@@H](NC(=O)c1ccccc1)C(C)C)oc1ccccc12	5	49*	114	107	92	6	99	0
Cc1c(Cl)cccc1NC(=O)Nc1ccc(C(=O)N2CCCC2)cc1	11	2	102	100	91	-6	90	8
COCC(=O)Nc1cc(C(=O)Nc2cccc(C)c2C)ccc1Cl	3	-4	96	98	109	-8	106	4
CCOC(=O)C1CCCN(C(=O)CSc2nccn2C)C1 (stereo not given)	0	1	87	91	90	10	91	-3
COc1cccc(-c2cc(C(=O)N3CCN(Cc4ccc5c(c4)OCO5)CC3)on2)c1	8	-1	103	98	90	8	102	4
Cc1ccc(NC(=O)CCn2nnc3ccccc32)c(C)c1	-10	-2	98	99	112	4	97	-2
N#Cc1c2n(cnc1=O)CCCCC2	-5	2	/	?	102	7	?	1
CC1Cc2ccccc2N1C(=O)CN1C(=O)NC(C)(c2ccc3c(c2)OCCO3)C1=O (stereo not given)	17	-1	101	108	101	1	112	-7
N/C(=N\NS(=O)(=O)c1ccc(Cl)cc1)c1ccccn1	0	1	101	103	101	-5	100	5
CCCCCCc1cc2cc(-c3nnc(-c4ccccc4O)o3)c(=O)oc2cc1O	43	0	48*[may fluoresce violet]	180*[may fluoresce violet]	103	-17	93[may fluoresce violet]	-29
CCOC(=O)N1CCN(c2c(NCc3ccccc3Cl)c(=O)c2=O)CC1	1	6	96	101	98	-2	103	5
COc1cccc(NC(=O)C(C)Sc2nnc(C3CC3)n2C2CC2)c1 (stereo not given)	/	5	104	107	97	3	112	-5
CC(C)CNC(=O)CN1c2cccc3cccc(c23)S1(=O)=O	-12	1	95	103	91	9	128	9
Cc1nnc(NCc2ccco2)s1	6	-1	95	95	99	1	89	17
CCCN1CCc2nc(SCC(=O)Nc3ccc(C)c(Cl)c3)[nH]c(=O)c2C1	2	14	101	99	96	8	127	0
COC(=O)c1c[nH]n2c(=O)c(Cl)c(C)nc12	-3	4	91	93	70	14	87	2
COc1ccc(C)cc1N(CC(=O)N1CCCC1)S(=O)(=O)c1ccccc1	7	2	94	93	78	-7	79	-8
CC(=O)N1c2ccc(S(=O)(=O)NCC3CCC(C(=O)Nc4cc(C)ccn4)CC3)cc2CC1C (stereo not given)	24	2	98	98	94	3	91	6
COc1ccc(C2Nc3ccccc3C(=O)N2Cc2ccccc2)cc1 (stereo not given)	-4	0	103	101	90	5	88	-5
NS(=O)(=O)c1cc(C(=O)OCC(=O)Nc2ccc(Cl)cc2[N+](=O)[O-])ccc1Cl	20	3	101	99	110	-6	102	2
O=C(NC1CCOc2ccccc21)c1ccccn1 (stereo not given)	7	3	98	99	97	7	105	-11
O=C(CSc1nnc2ccccn12)c1ccc(OC(F)F)cc1OC(F)F	3	3	99	108	87	0	105	-15
Cc1ccc(C(=O)Nc2ccccc2C(=O)NC(CC(=O)O)C(=O)O)cc1 (stereo not given)	10	16	103	90	93	-5	98	5
CCOC(=O)c1sc(N)c(C(=O)Nc2ccccc2)c1C	22	3	106	113	97	-14	113	-11
CS(=O)(=O)N(CCc1ccccc1)CC(=O)N1CCN(Cc2ccccc2)CC1	0	-2	101	94	98	10	98	5
Clc1cc(Sc2ccc(Br)cc2)nnc1-c1ccccc1	3	6	100	104	87	5	111	1
O=C1CC(c2cccc(Cl)c2)Cc2nc(N3CCOCC3)ncc21 (stereo not given)	10	11	106	103	100	-1	108	6
O=C(CCc1c[nH]c2ccccc12)N[C@@H](Cc1c[nH]c2ccc(O)cc12)C(=O)O	20	1	107	109	99	-1	94	1
CCC(=O)c1ccc(OCC(=O)OCC(=O)N2CCc3ccccc3C2)cc1	7	-1	98	102	89	19	103	-4
Cc1ccc(C(=O)Nc2ccc3c(c2)OCO3)cc1	0	43	96	110	99	-8	108	-3
COc1cc(NC(=O)COC(C)=O)c(C)cc1[N+](=O)[O-]	-9	38	101	102	95	13	87	3
CCOC(=O)CCC(=O)c1c(C)oc2ccc(OC)cc12	-5	-5	100	109	78	-6	98	9
Cc1cccc(C(=O)NC2CCCCCCC2)c1	3	12	100	103	94	6	124	2
CCOC(=O)C(C)Sc1nnc(NC(=O)c2ccc3c(c2)OCO3)s1 (stereo not given)	0	4	104	106	106	3	90	10
COC(=O)COc1cccc2c(=O)n(CC(=O)Nc3ccc4c(c3)OCCO4)ccc12	5	0	101	104	137	-3	97	8
CC(C)NS(=O)(=O)c1ccc(NC(=O)C2CC3C=CC2C3)cc1 (stereo not given)	-2	36	107	107	105	9	105	-4
CCOC(=O)C1(Cc2ccccc2)CCN(CC2CC=CCC2)CC1 (stereo not given)	/	2	110	108	90	8	111	12
COC(=O)c1cccc(NC(=O)CSc2nncn2-c2ccccn2)c1	2	3	99	89	104	0	103	-7
CN1C(=O)c2ccc(Oc3ccccc3)cc2C1=O	-2	-2	99	103	124	-2	97	7
CCOc1ccc2[nH]c(=O)c(CN(CCO)C(=O)c3ccc(F)cc3)cc2c1	-1	4	?	?	105	6	?	17
O=C(CSc1cccc2cccnc12)NCc1ccco1	6	8	91	98	99	-6	92	10
OCc1csc(=Nc2ccccc2)n1-c1ccccc1	57*	6	97	92	92	6	88	-11
CCC1(C)OC(=O)N2CCc3c(C)[nH]c4c(C)ccc(c34)C21C (stereo not given)	-1	62*	99	101	107	4	96	5
CCCC(=O)Nc1nc2ccc(S(N)(=O)=O)cc2s1	-3	-1	105	111	108	0	104	2
CC1COC(=O)C(NNc2ccc(Cl)c(Cl)c2)=N1 (stereo not given)	7	11	101	98	119	-6	90	-11
CC(C)CC(NC(N)=O)C(=O)Nc1ccc(Oc2ccccc2)cc1 (stereo not given)	0	-1	96	101	110	4	99	-1
O=C1CSC(c2cn(-c3ccccc3)nc2-c2cc3ccccc3oc2=O)N1Cc1cccnc1 (stereo not given)	-8	1	101	103	114	-2	101	-9
C=C(C(=O)Oc1c(C(C)(C)C)cccc1C(C)(C)C)c1ccccc1	6	1	97	94	97	0	102	10
COc1ccccc1N(CC(=O)Nc1ccccc1C(=O)N1CCOCC1)S(C)(=O)=O	-4	1	105	102	108	1	97	-10
CCCCN1C(=S)SC(C)(C)C1/[N+]([O-])=C/c1cccnc1 (stereo not given)	1	1	100	109	91	5	101	1
CCC(=O)N(CCC(Cc1ccccc1)c1ccc2c(c1)OCO2)Cc1ccccc1F (stereo not given)	-5	11	101	98	95	-2	102	-3
COc1cccc2c(N/N=C/c3ccco3)cc(C)nc12	-5	19	95	104	90	2	104	5
COc1cccc(NC(=O)Nc2cc(C(=O)O)ccc2C)c1	4	-3	99	101	101	0	91	-5
[O-][n+]1c2ccccc2c2n1CCN=C2c1ccc(Cl)cc1	-1	102*	108	112	72	-4	105	-7
CCOc1ccc(C(=O)NC2CCN(C(=O)N3CCCC3)CC2)cc1	2	-2	77	162	84	-3	111	0
COc1ccc2c(Cl)c(C(=O)N/N=C/c3ccc4c(c3)OCO4)sc2c1	-2	22	101	97	99	5	93	0
CCCc1nc(SCC(=O)Nc2nccs2)c2ccccc2n1	-29	10	90	134	91	-1	85	7
O=C(Nc1ccccc1)C1CC(=O)N(Cc2ccccc2)C1 (stereo not given)	23	8	99	103	116	-3	100	6
COc1ccc(NC(=O)COC(=O)c2ccc(OC)c(S(=O)(=O)N3CCCC3)c2)cc1OC	5	-1	100	99	92	3	102	-6
Cc1ccccc1NC(=S)NC(=O)CCc1ccccc1	0	8	99	104	88	-1	115	-2
